Screening data from PubChem BioAssay.
CendR NRP1 mod – modulators of CendR peptide binding to human neuropilin-1; O14786; FAM-RPARPAR peptide binding to NRP-1, fluorescence polarization; inhibition, % at 25 µM; 360,000 compounds, 0.85% hits; AID 602438;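 active means inhibition or corrected inhibition above about 18%, plus a signal ratio from 0.5 to 1.5, limit read from the data, passing the limit was not always enough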; further: strong numbers were not always called active
SKN-1 block – C. elegans SKN-1 inhibition | C. elegans VP596 Pgst-4::GFP/RFP ratio, acrylamide-induced, 24 h | inhibition, % at 21.8 µM | 360,000 compounds, 0.49% hits | AID 624304;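 active means interference check ratio from 0.5 to 1.5 plus GFP to RFP signal ratio inhibition reaching or exceeding a fixed threshold, cut at about 30% in these data, passing the limit was not always enough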; further: some compounds called inactive have numbers as strong as hits
Neddyl block – cullin neddylation inhibition | TR-FRET cullin neddylation, biochemical | 360,000 compounds, 0.58% hits | calls only at 25 µM; in the data active means inhibition above about 36%
MT1-MMP act inh – blocks activation of human MT1-MMP; GFP/RFP ratio change, % at 20 µM; HT1080 RFP-PRO-GFP cells, GFP/RFP ratio fluorescence, overnight; percent of plate control window, DMSO zero; 360,000 compounds, 0.061% hits; P50281;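 active means GFP/RFP ratio change of at least 30% with cell ATP level not reduced by more than half and red fluorescence within 50% of control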; further: strong numbers were not always called active
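Assay system: RFP-PRO-GFP reporter HT1080 cells; read-out basis: GFP/RFP fluorescence ratio; benchmarks: DMSO wells and RFP-L50D-GFP cells; doses: 20 µM single dose, 1% DMSO; schedule: overnight cell settling, then overnight compound exposure, 37 °C, 5% CO2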
MLLE-PAM2 inh – blocks PAM2 peptide binding to the PABP1 MLLE domain. 360,000 compounds, 0.36% hits. inhibition, % at 20 µM. GST-MLLE / FITC-PAM2 fluorescence polarization; in the data active means inhibition above about 35%, passing the limit was not always enough;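 further: plate controls were DMSO wells with GST-MLLE for no effect and wells lacking GST-MLLE protein for full effect; some results filed as inactive read as strong as hits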
FAS TE block – blocks the thioesterase domain of human fatty acid synthase. P49327. recombinant FAS-TE, OMFH fluorogenic substrate, fluorescence endpoint. inhibition, % at 15 µM. 360,000 compounds, 0.67% hits;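 active means compounds whose normalised, plate-corrected inhibition of enzyme fluorescence in the single-dose primary screen is 50% or more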;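 further: 0% = DMSO with enzyme and 100% = substrate without enzyme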
E coli Lon inh – inhibits E. coli Lon protease; purified E. coli Lon protease, fluorescence polarization; inhibition, % at 7.94 µM; 360,000 compounds, 0.42% hits; in the data active means inhibition above about 13%, passing the limit was not always enough;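 further: 0% = enzyme with probe and DMSO and 100% = no enzyme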
MsrA act – activators of bovine methionine sulfoxide reductase A; activation, % at 10.6 µM; AID 602163; purified bovine MsrA, absorbance read-out; 360,000 compounds, 0.3% hits; in the data active means activation above about 7.5%;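 further: 0% = vehicle and 100% = reference activator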
Rin1-Abl PPI inh – inhibitors of human Rin1-Abl protein interaction; P00519+Q13671; TR-FRET Rin1/Abl binding, biochemical; inhibition, % at 7.35 µM; 360,000 compounds, 0.4% hits; in the data active means inhibition above about 5%, passing the limit was not always enough
Target sequence (P00519 whole entry, looked up): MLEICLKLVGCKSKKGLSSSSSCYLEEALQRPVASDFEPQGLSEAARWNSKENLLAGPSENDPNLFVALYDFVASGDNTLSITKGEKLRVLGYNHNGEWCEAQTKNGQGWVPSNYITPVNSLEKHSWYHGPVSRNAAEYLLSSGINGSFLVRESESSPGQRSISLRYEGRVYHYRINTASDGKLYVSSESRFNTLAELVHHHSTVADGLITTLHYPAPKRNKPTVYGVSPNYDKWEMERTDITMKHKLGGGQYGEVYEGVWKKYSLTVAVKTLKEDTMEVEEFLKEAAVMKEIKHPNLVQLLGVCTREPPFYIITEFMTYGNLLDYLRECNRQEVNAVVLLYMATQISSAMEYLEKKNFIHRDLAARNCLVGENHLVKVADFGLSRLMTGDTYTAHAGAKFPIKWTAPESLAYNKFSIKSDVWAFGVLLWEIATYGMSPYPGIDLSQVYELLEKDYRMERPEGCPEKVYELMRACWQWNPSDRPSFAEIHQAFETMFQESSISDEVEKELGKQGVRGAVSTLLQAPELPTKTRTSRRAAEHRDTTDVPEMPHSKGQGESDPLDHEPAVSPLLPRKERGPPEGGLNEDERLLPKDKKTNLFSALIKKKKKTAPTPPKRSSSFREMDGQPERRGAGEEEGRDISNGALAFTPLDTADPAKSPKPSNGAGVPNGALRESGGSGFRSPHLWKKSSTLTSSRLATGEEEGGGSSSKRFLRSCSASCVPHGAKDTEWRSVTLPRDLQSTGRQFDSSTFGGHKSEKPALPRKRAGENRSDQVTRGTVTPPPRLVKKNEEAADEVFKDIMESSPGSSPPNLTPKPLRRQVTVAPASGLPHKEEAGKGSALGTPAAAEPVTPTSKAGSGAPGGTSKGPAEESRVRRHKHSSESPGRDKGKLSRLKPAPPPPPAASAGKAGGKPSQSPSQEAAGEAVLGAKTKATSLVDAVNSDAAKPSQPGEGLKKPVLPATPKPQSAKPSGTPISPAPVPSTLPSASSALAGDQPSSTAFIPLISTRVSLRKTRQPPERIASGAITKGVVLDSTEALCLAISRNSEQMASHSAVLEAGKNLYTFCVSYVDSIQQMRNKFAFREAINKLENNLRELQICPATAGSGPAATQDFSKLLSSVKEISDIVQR
Target sequence (Q13671 whole entry, looked up): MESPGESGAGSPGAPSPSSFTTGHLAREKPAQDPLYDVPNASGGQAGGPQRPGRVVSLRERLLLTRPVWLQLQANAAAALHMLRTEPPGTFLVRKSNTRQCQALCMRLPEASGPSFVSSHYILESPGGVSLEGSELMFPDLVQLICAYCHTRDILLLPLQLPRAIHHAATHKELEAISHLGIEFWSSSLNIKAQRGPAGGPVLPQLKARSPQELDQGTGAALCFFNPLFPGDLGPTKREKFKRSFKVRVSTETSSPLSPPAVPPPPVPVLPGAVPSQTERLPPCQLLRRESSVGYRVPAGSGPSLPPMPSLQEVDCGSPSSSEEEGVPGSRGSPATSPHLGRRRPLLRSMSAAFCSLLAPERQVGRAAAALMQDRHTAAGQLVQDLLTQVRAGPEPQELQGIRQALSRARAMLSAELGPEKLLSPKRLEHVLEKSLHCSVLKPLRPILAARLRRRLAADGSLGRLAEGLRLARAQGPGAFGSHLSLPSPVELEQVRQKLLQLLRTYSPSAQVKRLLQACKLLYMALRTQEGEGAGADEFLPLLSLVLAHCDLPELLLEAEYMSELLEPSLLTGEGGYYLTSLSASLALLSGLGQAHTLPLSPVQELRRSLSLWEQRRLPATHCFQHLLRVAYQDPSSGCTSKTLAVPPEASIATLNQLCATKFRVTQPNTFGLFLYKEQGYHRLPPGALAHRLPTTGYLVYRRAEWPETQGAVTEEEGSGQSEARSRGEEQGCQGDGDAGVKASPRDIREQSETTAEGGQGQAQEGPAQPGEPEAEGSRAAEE
Active calls of the source: *. Outcome played no part in choosing rows. About 4% of those tested had a hit in this group.

COC(=O)c1sccc1NC(=O)C1CCCCC1C(=O)O (centres undefined) was read as CendR NRP1 mod 9, SKN-1 block -6, Neddyl block inactive, MT1-MMP act inh 2, MLLE-PAM2 inh -8, FAS TE block -3, E coli Lon inh 2, MsrA act -3 and Rin1-Abl PPI inh -31.
For COC(=O)c1ccc(NC(=O)CN2C(=O)C3C4C=CC(C4)C3C2=O)cc1 (centres undefined) the results were CendR NRP1 mod -5, SKN-1 block 23, Neddyl block inactive, MT1-MMP act inh 1, MLLE-PAM2 inh -6, FAS TE block -8, E coli Lon inh -4, MsrA act -9 and Rin1-Abl PPI inh -1.
Screening c1ccc(Nc2nnc(-c3cccc4ccccc34)o2)cc1 returned CendR NRP1 mod -7, SKN-1 block 3, Neddyl block inactive, MT1-MMP act inh 0, MLLE-PAM2 inh -27, FAS TE block -2, E coli Lon inh -11, MsrA act -2 and Rin1-Abl PPI inh -6.
Screening Cc1cccc(C)c1N1CCN(C(=O)c2ccc3c(c2)OCO3)CC1 returned CendR NRP1 mod 8, SKN-1 block 1, Neddyl block inactive, MT1-MMP act inh -1, MLLE-PAM2 inh 6, FAS TE block 11, E coli Lon inh -1, MsrA act -6 and Rin1-Abl PPI inh -3.
CC(=O)N1CCN(c2ccc(NC(=O)c3cccc(F)c3)cc2)CC1 was read as CendR NRP1 mod -2, SKN-1 block 9, Neddyl block inactive, MT1-MMP act inh 3, MLLE-PAM2 inh 6, FAS TE block -2, E coli Lon inh -1, MsrA act -3 and Rin1-Abl PPI inh -6.
Screening CCOC(=O)c1[nH]c(C)c(C(=O)NCCCN2CCOCC2)c1C returned CendR NRP1 mod 9, SKN-1 block -11, Neddyl block inactive, MT1-MMP act inh 2, MLLE-PAM2 inh 1, FAS TE block -5, E coli Lon inh 2, MsrA act -1 and Rin1-Abl PPI inh 1.
Screening COc1ccc(S(=O)(=O)N2CCOCC2)cc1NC(=O)CNC(=O)c1cccs1 returned CendR NRP1 mod -6, SKN-1 block 2, Neddyl block inactive, MT1-MMP act inh 0, MLLE-PAM2 inh -1, FAS TE block -7, E coli Lon inh -2, MsrA act -3 and Rin1-Abl PPI inh -1.
Screening CC(=O)Nc1cccc(NC(=O)c2cc(Cl)ccc2Cl)c1 returned CendR NRP1 mod 5, SKN-1 block -9, Neddyl block inactive, MT1-MMP act inh -3, MLLE-PAM2 inh 0, FAS TE block 0, E coli Lon inh 6, MsrA act -4 and Rin1-Abl PPI inh 2.
`OCc1ccccc1O[C@@H]1O[C@H](CO)[C@@H](O)[C@H](O)[C@H]1O` gave CendR NRP1 mod 5, SKN-1 block -2, Neddyl block inactive, MT1-MMP act inh 1, MLLE-PAM2 inh -1, FAS TE block -5, E coli Lon inh -4, MsrA act -7 and Rin1-Abl PPI inh 3.
For COc1cccc(C2=Nn3c(nnc3-c3ccccc3O)SC2)c1 the results were CendR NRP1 mod 4, SKN-1 block -24, Neddyl block inactive, MT1-MMP act inh 4, MLLE-PAM2 inh 20, FAS TE block 7, E coli Lon inh -9, MsrA act -5 and Rin1-Abl PPI inh 0.
For O=C(Nc1cccc(-c2nc3ccccc3c(=O)o2)c1)c1ccccc1 the results were CendR NRP1 mod -2, SKN-1 block -1, Neddyl block inactive, MT1-MMP act inh -1, MLLE-PAM2 inh 8, FAS TE block 28, E coli Lon inh -7, MsrA act -3 and Rin1-Abl PPI inh 2.
O=C(CCC(=O)OCC(=O)c1ccc([N+](=O)[O-])cc1)Nc1ccccc1Cl was read as CendR NRP1 mod 10, SKN-1 block -3, Neddyl block inactive, MT1-MMP act inh -3, MLLE-PAM2 inh 7, FAS TE block -1, E coli Lon inh -3, MsrA act 2 and Rin1-Abl PPI inh 0.
Screening CCSc1nc2c(c(=O)n(C)c(=O)n2C)n1Cc1ccc(Cl)cc1 returned CendR NRP1 mod 3, SKN-1 block 12, Neddyl block inactive, MT1-MMP act inh -4, MLLE-PAM2 inh -4, FAS TE block 10, E coli Lon inh -4, MsrA act -5 and Rin1-Abl PPI inh -2.
O=C(CCl)N(C/C=C/c1ccccc1)c1ccc2c(c1)OCCO2 was read as CendR NRP1 mod -10, SKN-1 block 8, Neddyl block inactive, MT1-MMP act inh -20, MLLE-PAM2 inh -15, FAS TE block 12, E coli Lon inh 6, MsrA act -13 and Rin1-Abl PPI inh -1.
CCN(CC)CCOc1cc2c(nn1)Oc1ccccc1N2C was read as CendR NRP1 mod -6, SKN-1 block 0, MT1-MMP act inh 10, MLLE-PAM2 inh -3, FAS TE block -8, E coli Lon inh -5, MsrA act -13 and Rin1-Abl PPI inh 1.
Screening CCO[C@H]1OC(C(=O)O)=C[C@@H](C)[C@@H]1CCCO returned CendR NRP1 mod -2, SKN-1 block 6, Neddyl block inactive, MT1-MMP act inh -1, MLLE-PAM2 inh 9, FAS TE block -10, E coli Lon inh 1, MsrA act -3 and Rin1-Abl PPI inh 2.
`CC(C)n1nc(C(=O)Nc2nc3ccc(S(C)(=O)=O)cc3s2)c2ccccc2c1=O` gave CendR NRP1 mod 16, SKN-1 block 8, Neddyl block inactive, MT1-MMP act inh 2, MLLE-PAM2 inh -4, FAS TE block -3, E coli Lon inh -5, MsrA act -6 and Rin1-Abl PPI inh -2.
For CCN(CC)S(=O)(=O)c1cccc(-c2nnc(SCC(N)=O)n2CCc2ccccc2)c1 the results were CendR NRP1 mod 3, SKN-1 block 12, Neddyl block inactive, MT1-MMP act inh 14, MLLE-PAM2 inh -64, FAS TE block -8, E coli Lon inh -3, MsrA act -11 and Rin1-Abl PPI inh 4.
`O=C(NCCCN1CCOCC1)c1cc2nc(-c3ccco3)cc(C(F)(F)F)n2n1` gave CendR NRP1 mod 7, SKN-1 block 1, MT1-MMP act inh 2, MLLE-PAM2 inh 8, FAS TE block -4, E coli Lon inh -9, MsrA act -5 and Rin1-Abl PPI inh 1.
Screening CCCCC(=O)OC1CCC2C3CCc4cc(O)ccc4C3CCC12C (centres undefined) returned CendR NRP1 mod -3, SKN-1 block -2, Neddyl block inactive, MT1-MMP act inh 1, MLLE-PAM2 inh 11, FAS TE block 29, E coli Lon inh -10, MsrA act 1 and Rin1-Abl PPI inh 1.
CC(=O)Nc1ccccc1C(=O)C(=O)Nc1ccc(C)c(F)c1 was read as CendR NRP1 mod 8, SKN-1 block 11, Neddyl block inactive, MT1-MMP act inh 5, MLLE-PAM2 inh -2, FAS TE block -2, E coli Lon inh -2, MsrA act -2 and Rin1-Abl PPI inh -2.
Screening O=C(Nc1ccc(C(=O)N2CCCCC2)cc1)c1ccccc1Cl returned CendR NRP1 mod 11, SKN-1 block 12, Neddyl block inactive, MT1-MMP act inh 1, MLLE-PAM2 inh 5, FAS TE block -6, E coli Lon inh -20, MsrA act 1 and Rin1-Abl PPI inh -2.
Screening CC(C)(C)C(=O)NC(=S)Nc1ccccn1 returned CendR NRP1 mod 5, SKN-1 block -1, Neddyl block inactive, MT1-MMP act inh 2, MLLE-PAM2 inh 28, FAS TE block -4, E coli Lon inh -5, MsrA act -5 and Rin1-Abl PPI inh 0.
Screening COc1ccc(C2(C)NC(=O)N(CC(=O)Nc3ccc(Br)c(C)c3)C2=O)cc1OC (centres undefined) returned CendR NRP1 mod -8, SKN-1 block 19, Neddyl block inactive, MT1-MMP act inh 6, MLLE-PAM2 inh -33, FAS TE block 4, E coli Lon inh 0, MsrA act -1 and Rin1-Abl PPI inh -1.
Screening Cn1cc(S(=O)(=O)c2ccccc2)n(C)c1=O returned CendR NRP1 mod -5, SKN-1 block 13, Neddyl block inactive, MT1-MMP act inh -4, MLLE-PAM2 inh -2, FAS TE block -6, E coli Lon inh -2, MsrA act -2 and Rin1-Abl PPI inh 3.
Screening Cc1ccc(S(=O)(=O)NC(=O)C2(C)CCN2C(=O)c2ccc(C(F)(F)F)nc2C)cc1 (centres undefined) returned CendR NRP1 mod 2, SKN-1 block 16, Neddyl block inactive, MT1-MMP act inh -2, MLLE-PAM2 inh -9, FAS TE block -5, E coli Lon inh -3, MsrA act -3 and Rin1-Abl PPI inh 1.
For N#Cc1ccccc1OCC(=O)NC1CCCCCC1 the results were CendR NRP1 mod -7, SKN-1 block 16, Neddyl block inactive, MT1-MMP act inh 2, MLLE-PAM2 inh -11, FAS TE block -4, E coli Lon inh -2, MsrA act -1 and Rin1-Abl PPI inh -1.
For COc1ccccc1N(C)S(=O)(=O)c1ccc(C)c(C(=O)NC(C)c2ccccn2)c1 (centres undefined) the results were CendR NRP1 mod -5, SKN-1 block -5, Neddyl block inactive, MT1-MMP act inh 6, MLLE-PAM2 inh -27, FAS TE block -1, E coli Lon inh -2, MsrA act -8 and Rin1-Abl PPI inh 2.
O=C(N/N=C/c1cccs1)c1cccc(S(=O)(=O)Nc2ccc(Cl)cc2)c1 was read as CendR NRP1 mod 1, SKN-1 block 20, Neddyl block inactive, MT1-MMP act inh -1, MLLE-PAM2 inh -1, FAS TE block -4, E coli Lon inh 1, MsrA act -2 and Rin1-Abl PPI inh 1.
N#Cc1c(-c2ccc(Cl)cc2)n(O)c2ccccc12 was read as CendR NRP1 mod 12, SKN-1 block 20, MT1-MMP act inh 3, MLLE-PAM2 inh -17, FAS TE block -77, E coli Lon inh 0, MsrA act -5 and Rin1-Abl PPI inh 2.
For CSc1sc(-c2nnc(SCC(=O)Nc3ccc(Cl)cc3)n2C)c2c1C=CCC2 the results were CendR NRP1 mod -2, SKN-1 block 21, Neddyl block inactive, MT1-MMP act inh -6, MLLE-PAM2 inh -9, FAS TE block -7, E coli Lon inh -4, MsrA act -3 and Rin1-Abl PPI inh -4.
Cc1cc2c(ncn2C)c(NS(=O)(=O)c2cc(Cl)ccc2Cl)c1C was read as CendR NRP1 mod 5, SKN-1 block -7, Neddyl block inactive, MT1-MMP act inh -1, MLLE-PAM2 inh -9, FAS TE block -2, E coli Lon inh -10, MsrA act -4 and Rin1-Abl PPI inh 2.
`O=C(OCc1cc(Cl)ccc1OC(F)F)c1cccnc1` gave CendR NRP1 mod -5, SKN-1 block 2, Neddyl block inactive, MT1-MMP act inh -5, MLLE-PAM2 inh -12, FAS TE block -4, E coli Lon inh -10, MsrA act -3 and Rin1-Abl PPI inh 2.
Screening O=C(NCc1cccc(OC(F)(F)F)c1)C1CCC(=O)N(Cc2cccc(F)c2)C1 (centres undefined) returned CendR NRP1 mod 4, SKN-1 block 8, Neddyl block inactive, MT1-MMP act inh 0, MLLE-PAM2 inh 5, FAS TE block 0, E coli Lon inh -4, MsrA act -2 and Rin1-Abl PPI inh 0.
Cc1cc(C)n2nc(CNS(=O)(=O)c3cccc([N+](=O)[O-])c3)nc2n1 was read as CendR NRP1 mod 13, SKN-1 block 0, Neddyl block inactive, MT1-MMP act inh 0, MLLE-PAM2 inh -1, FAS TE block -2, E coli Lon inh -8, MsrA act 0 and Rin1-Abl PPI inh -1.
O=C(NCCNC(=O)c1ccccc1O)c1ccccc1O was read as CendR NRP1 mod -9, SKN-1 block 17, Neddyl block inactive, MT1-MMP act inh 4, MLLE-PAM2 inh 8, FAS TE block 1, E coli Lon inh -5, MsrA act 0 and Rin1-Abl PPI inh 2.
Screening Cc1ccc(N2C(=O)CC(Cc3cccc(C)c3)C2=O)cc1 (centres undefined) returned CendR NRP1 mod -6, SKN-1 block -6, Neddyl block inactive, MT1-MMP act inh -1, MLLE-PAM2 inh 0, FAS TE block -2, E coli Lon inh 8, MsrA act -2 and Rin1-Abl PPI inh 1.

Retrieved by structure from above (two):
Cc1cc(C)n2nc(CNS(=O)(=O)c3cccc([N+](=O)[O-])c3)nc2n1 was read as CendR NRP1 mod 13, SKN-1 block 0, Neddyl block inactive, MT1-MMP act inh 0, MLLE-PAM2 inh -1, FAS TE block -2, E coli Lon inh -8, MsrA act 0 and Rin1-Abl PPI inh -1.
O=C(NCCNC(=O)c1ccccc1O)c1ccccc1O was read as CendR NRP1 mod -9, SKN-1 block 17, Neddyl block inactive, MT1-MMP act inh 4, MLLE-PAM2 inh 8, FAS TE block 1, E coli Lon inh -5, MsrA act 0 and Rin1-Abl PPI inh 2.
